GSIS activator: GLuc luminescence reporter in INS-1E cells, primary screen for activators of glucose-dependent secretion of insulin; INS-1E GLuc reporter insulin secretion, 2-3 h; 0.61% of 370,000 active; AID 743287, 2014; activation, % at 16.6 µM;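 active = lowest replicate activation of at least 40%, so every replicate reaches that level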;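 note: 0% = median of neutral control wells and 100% = median of IBMX positive control wells; some compounds called inactive have numbers as strong as hits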
E-selectin induc: E-selectin induction in HUVECs, primary screen, imaging, HUVEC, immunofluorescence imaging, single point; P16581; normalized: neutral wells 0, TNF-alpha wells 100; activation, % at 7.58 µM; 0.37% of 260,000 active; AID 686992, 2013;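 active = mean E-selectin-positive cell signal at least 10% of the positive control, reached in at least 60% of replicates, without over 20% cell loss; inconclusive = no rule given, readout overlaps actives, possibly toxicity-flagged; inactive = the rest, including those meeting only one limit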;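 note: in these data hits start at about 27%; measured in HUVEC primary endothelial cells; signal is the percent of cells scored E-selectin positive by PE staining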
Target sequence (P16581 whole entry, looked up): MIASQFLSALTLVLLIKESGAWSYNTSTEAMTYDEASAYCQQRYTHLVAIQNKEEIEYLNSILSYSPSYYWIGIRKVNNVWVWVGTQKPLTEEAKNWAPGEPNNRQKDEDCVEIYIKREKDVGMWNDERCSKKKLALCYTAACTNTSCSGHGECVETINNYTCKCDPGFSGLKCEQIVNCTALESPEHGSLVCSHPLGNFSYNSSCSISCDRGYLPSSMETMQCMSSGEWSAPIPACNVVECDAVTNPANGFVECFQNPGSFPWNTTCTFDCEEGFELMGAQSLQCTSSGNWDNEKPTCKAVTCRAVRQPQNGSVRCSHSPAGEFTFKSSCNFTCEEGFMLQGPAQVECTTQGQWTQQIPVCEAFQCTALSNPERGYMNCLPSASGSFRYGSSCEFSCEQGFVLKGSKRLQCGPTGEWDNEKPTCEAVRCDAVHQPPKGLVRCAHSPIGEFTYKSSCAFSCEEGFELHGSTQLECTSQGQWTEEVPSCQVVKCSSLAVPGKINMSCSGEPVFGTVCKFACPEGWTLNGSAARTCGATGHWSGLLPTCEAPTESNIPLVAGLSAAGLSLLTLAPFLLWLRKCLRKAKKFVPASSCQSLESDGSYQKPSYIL
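assay system = HUVEC, human umbilical vein endothelial cells | input = 3,000 HUVEC seeded per well | medium = EGM-2 growth medium on 0.1% gelatin-coated wells | dosing = one compound dose added by pin transfer | signal = immunofluorescence imaging | read-out basis = % PE-positive cells | control set = TNF-alpha, DMSO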
Casp6 inh: human caspase-6 inhibitors, primary screen, biochemical, VEID-R110 fluorescence, single point, set 2. P55212. purified caspase-6, Z-VEID-R110 cleavage fluorescence. inhibition, % at 12.5 µM. 0.53% of 350,000 active. AID 686996, 2013;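 active = mean inhibition across replicates at least about 35%, with every replicate also reaching that limit, limit read from the data; inconclusive = only one of the two criteria met; inactive = neither criterion met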;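 note: 0% = median of neutral control wells and 100% = no fluorescence left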
Target sequence (P55212 24-179 limits assumed): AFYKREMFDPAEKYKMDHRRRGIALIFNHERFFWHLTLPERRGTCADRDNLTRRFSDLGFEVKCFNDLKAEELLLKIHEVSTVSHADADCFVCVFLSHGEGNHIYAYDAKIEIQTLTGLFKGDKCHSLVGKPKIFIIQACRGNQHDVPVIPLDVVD
Target sequence (P55212 194-293 limits assumed): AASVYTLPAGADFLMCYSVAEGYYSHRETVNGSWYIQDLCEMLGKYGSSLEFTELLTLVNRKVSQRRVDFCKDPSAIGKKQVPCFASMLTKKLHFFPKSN
RAD52 anneal inh: RAD52 DNA annealing inhibitors, primary screen, biochemical, FRET, single point, set 2; inhibition, % at 18.7 µM; recombinant RAD52 DNA annealing, FRET fluorescence; AID 651710, 2012; DNA repair protein RAD52 homolog (Homo sapiens), P43351; 0.46% of 360,000 active;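 active = every replicate showing at least 50% inhibition; inconclusive = mean inhibition at least 50% but not in every replicate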
XiGFP reactiv: activators of inactive X chromosome reactivation, primary screen, imaging, XiGFP fibroblasts, GFP high-content imaging, set 2; activation, % at 7.58 µM; 0.055% of 360,000 active; AID 743238, 2013; XiGFP mouse fibroblasts, % GFP-positive cells imaging, 3 d; cells co-treated with 5-aza-dC sensitizer; scaled so ellipticine positive control = 100%;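 active = mean normalized replicate activation at least 10% and every replicate at or above 10%; inconclusive = only one of the two criteria met; inactive = mean below 10% and not all replicates reach 10%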;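 note: 0% = median of on-plate neutral control wells and 100% = ellipticine 6 µM median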
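Material: XiGFP fibroblasts, SV40-immortalized; Buffer or medium: DMEM containing 5-aza-dC; Compound dosing: single point; Times: 3 days compound exposure.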
RAD54 inh: inhibitors of human RAD54 branch migration, primary screen, biochemical, fluorescence, single point. inhibition, % at 10.4 µM. RAD54 Holliday junction branch migration, FAM/BHQ fluorescence. DNA repair and recombination protein RAD54-like (Homo sapiens), Q92698. 0.14% of 360,000 active;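 active = mean normalized replicate activity at least 40 and at least half of replicates scoring 40 or more; inconclusive = only one of the two criteria met; inactive = mean below 40 and under half of replicates reaching 40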;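 note: 0% = median of neutral control wells and 100% = median of positive control wells; inhibitors cause a drop in the FAM fluorescence signal; in these data hits start at about 50%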
CFTR F508del cor: F508del CFTR correction, initial screen, CFBE line, single point. CFBE cells, YFP halide quenching; stimulated with forskolin plus potentiator P3; % fluorescence drop versus neutral controls. 0.36% of 350,000 active. activity (quench increase), % at 7.58 µM;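 active = mean added fluorescence quench of at least 8% versus neutral control, with both replicates also reaching 8%; inconclusive = only one of the mean or replicate conditions met; inactive = mean below 8% and not both replicates reaching 8%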;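 note: cells transiently co-express mutant CFTR-F508del with the halide-sensitive YFP; corrector assay measuring rescue of mutant channel to the surface after 24 h compound exposure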
DENV2 CPE rescue: inhibitors of DENV2 cytopathic effect, primary screen, cell-based, plate reader, single concentration. DENV2-infected cells, cytopathic effect rescue. CPE inhibition, % at 9.99 µM. 1.7% of 350,000 active; in the data active = CPE inhibition above about 20%, passing the limit was not always enough; inconclusive = no clear call, values can overlap the other calls; tested in BHK-21 cells;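 note: 0% = median of neutral control wells and 100% = median of positive control wells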
Numbers without * were called inactive; ? = inconclusive; nt = not tested or not shown.

SMILES | GSIS activator | E-selectin induc | Casp6 inh | RAD52 anneal inh | XiGFP reactiv | RAD54 inh | CFTR F508del cor | DENV2 CPE rescue
COc1ccc(-c2oc3c(c2C#CC(C)(C)O)C(OC)CCC3)cc1 (centres undefined) | -28 | 0.3 | 1 | -18 | 0.0 | nt | 0.6 | -17
O=C(NCCc1ccc(Cl)cc1)C12CC3CC(CC(O)(C3)C1)C2 | -18 | -0.7 | -3 | 2 | 0.0 | 7 | 3.4 | -4
C/C(=N/Nc1ccnc2cc(Cl)ccc12)c1ccc(N)cc1 | 0 | nt | -4 | 2 | 0.2 | 25 | 2.0 | 9
O=C(CN1C(=O)COc2ccccc21)NC1CCCC1 | 11 | nt | -4 | 8 | 0.0 | -5 | -3.3 | 11
COc1ccc(-c2cnc3c(c2)C(=O)N([C@H](C)CO)C[C@H](C)[C@@H](CN(C)C(=O)NC2CCCC2)O3)cc1 | 2 | -3.2 | 1 | 5 | -0.4 | -2 | 2.5 | 1
O=c1[nH]cnc(O)c1C1C=CC=CC=C1 | 0 | -0.6 | 3 | -57 | 0.1 | -5 | 0.5 | -9
Cc1ccc(C(=O)OCC(=O)Nc2ccccc2C(F)(F)F)cc1S(=O)(=O)N1CCCCC1 | -6 | 1.2 | -1 | -3 | 0.0 | -11 | -0.8 | 101*
C[C@@H]1CCCCO[C@H](CN(C)C(=O)Nc2ccc(F)cc2)[C@H](C)CN([C@H](C)CO)C(=O)c2cc(NS(=O)(=O)c3ccc(F)cc3)ccc2O1 | 2 | -0.1 | nt | nt | 0.0 | -5 | 0.9 | 16
COc1cc(NC(=O)CN2CCN(CC(=O)Nc3ccccc3OC)CC2)cc(OC)c1 | -6 | nt | -3 | -16 | 0.1 | -5 | 4.8 | 1
CCOC(=O)c1c(S(=O)(=O)Nc2ccccc2OCC)c(C)n(C)c1C | 21 | 0.1 | 0 | -1 | 0.1 | -2 | 0.1 | -1
CO[C@@H]1CC[C@H]2CCN(C)C(=O)CCCN(C)C(=O)c3cc(C#N)ccc3OC[C@@H]1O2 | 5 | 0.0 | -3 | -3 | 0.0 | 1 | nt | 1
COc1ccc(S(=O)(=O)Nc2ccc(Cl)cn2)cc1 | 1 | nt | 1 | -9 | 0.0 | -17 | 1.7 | 1
CCOC(=O)C1=C(C)NC(c2cccs2)C(=O)N1 (centres undefined) | 7 | nt | -1 | 13 | 0.2 | nt | -0.2 | 0
Cc1cc(C)cc(NC(=S)NCCN2CCOCC2)c1 | -3 | nt | -1 | -12 | nt | 12 | nt | nt
C/C(N)=C(/C#N)C(=O)COC(=O)CNS(=O)(=O)c1ccc2ccccc2c1 | 27 | 0.0 | 4 | -26 | nt | nt | -1.8 | -1
COc1ccc(NC(=O)C(NS(=O)(=O)c2cccs2)C(C)C)cc1Cl (centres undefined) | 5 | nt | 6 | -5 | -0.1 | -3 | -0.1 | -2
CC(=O)c1c(C)nc(Nc2nc3ccccc3s2)nc1C | -6 | 0.2 | -1 | -4 | 0.1 | 2 | 0.6 | -5
COc1ccc(S(=O)(=O)Nc2ccc3c(c2)CC(=O)N([C@H](C)CO)C[C@H](C)[C@H](CN(C)S(=O)(=O)c2cn(C)cn2)O3)cc1 | 2 | -0.1 | nt | -10 | -0.1 | -1 | -2.5 | 4
C[C@H]1CN([C@@H](C)CO)C(=O)c2cc(C3=CCCCC3)cnc2O[C@H]1CN(C)C(=O)NC1CCCC1 | -10 | -0.1 | 7 | 4 | -0.8 | -10 | 3.9 | -7
CN(CC(=O)Nc1cccc(F)c1)C(=O)C1CCN(S(=O)(=O)c2ccc3c(c2)OCCO3)CC1 | -11 | -0.3 | 0 | -7 | -0.1 | -2 | 1.4 | 0
CC(C)(C)NC(=O)C(c1ccccc1)n1c(=O)c(-c2ccco2)nc2ccccc21 (centres undefined) | -22 | 0.8 | 7 | -18 | 0.0 | nt | 0.0 | ?
COc1ccc(-c2nn(-c3ccccc3)cc2CNCCN2CCOC2=O)c(F)c1 | -7 | nt | -4 | -24 | 0.0 | nt | 1.9 | nt
COCc1nnc(NC(=O)C2CC(=O)N(C3CCCCC3)C2)s1 (centres undefined) | 2 | -1.3 | 0 | -7 | 0.0 | -4 | 0.9 | 3
O=C(NCc1ccccn1)c1cc2ccccn2n1 | 10 | -1.7 | 2 | -1 | 0.0 | 1 | -1.8 | -15
CCN(CC)c1ccc(NC(=O)CN2CCN(CC(=O)Nc3ccc(OC)cc3)CC2)cc1 | 6 | nt | 0 | -4 | 0.1 | -11 | -2.2 | 0

Carrying on.
SMILES | GSIS activator | E-selectin induc | Casp6 inh | RAD52 anneal inh | XiGFP reactiv | RAD54 inh | CFTR F508del cor | DENV2 CPE rescue
CCCNC(=O)NC(=O)COC(=O)c1ccc(S(=O)(=O)N(C)c2ccccc2OC)cc1 | 8 | nt | -1 | -3 | 0.0 | nt | -0.4 | 2
COc1ccc(NC(=O)C2CCN(c3cnccn3)CC2)cc1Cl | -1 | 0.8 | -1 | -5 | 0.0 | 0 | 0.0 | 17
CC(C)NC(=O)N1CCCCN2[C@H](CO)[C@@H](c3ccc(C#C[C@@H](C)O)cc3)[C@@H]2C1 | 13 | 0.9 | -3 | 1 | 0.3 | -13 | 2.0 | -3
Cc1noc(C)c1S(=O)(=O)Nc1cccc2c1O[C@@H](CN(C)S(=O)(=O)c1ccc(F)cc1)[C@@H](C)CN([C@@H](C)CO)C2=O | -5 | 0.3 | 1 | -75 | 0.1 | 3 | 2.6 | 2
CN(c1ccc(OCC(=O)Nc2ccccc2C(=O)O)cc1)S(=O)(=O)c1ccc(Cl)cc1 | nt | 0.0 | 10 | -2 | -0.2 | -17 | -4.2 | -1
C[C@@H]1CN([C@H](C)CO)C(=O)c2cc(NC(=O)C3CCCCC3)ccc2O[C@H]1CN(C)Cc1ccccc1 | 0 | 0.8 | 1 | 9 | 0.1 | 13 | -2.6 | 15
COc1ccc(CC(NC(C)=O)C(=O)NC2CCN(C(=O)c3cccc(Cl)c3)CC2)cc1OC (centres undefined) | 3 | nt | 13 | -8 | 0.0 | 11 | -0.3 | 0
CCC(=O)Nc1ccc2c(c1)C(=O)N(C)[C@@H]1CC[C@@H](CC(=O)NCCc3ccccc3)O[C@H]1CO2 | -2 | 0.1 | -2 | -1 | 0.1 | -7 | 2.2 | 18
CCN(C(=O)CSc1nnc(-c2cccs2)n1CC)C1CCS(=O)(=O)C1 (centres undefined) | 45 | nt | -2 | -10 | 0.1 | -8 | 2.5 | 4
CC(=O)N(C)C[C@H]1Oc2cc(C#C[C@@H](C)O)ccc2S(=O)(=O)N([C@H](C)CO)C[C@H]1C | 26 | -0.3 | -2 | 12 | -1.1 | -5 | 2.3 | ?
COc1ccc(Nc2nc(Cl)nc(N3CCN(c4ccc(OC)cc4)CC3)n2)cc1 | -1 | nt | 3 | -7 | 0.6 | nt | -1.2 | 11
FC(F)(F)c1cc(-c2cccs2)nc2nc(N3CCOCC3)sc12 | 16 | nt | 1 | -16 | 0.0 | nt | -0.4 | -1
Cc1ccc(-n2c(Cc3cccc4ccccc34)n[nH]c2=S)c(C)c1 | -1 | 0.0 | -3 | -14 | 0.1 | nt | 2.8 | 2
O=S(=O)(c1cccs1)N1CCCCN2[C@H](CO)[C@H](c3ccc(Br)cc3)[C@H]2C1 | -19 | -0.3 | -2 | 3 | 0.0 | 10 | -4.3 | 38*
O=C(Nc1cccc(F)c1)N1CC(=O)N2[C@H](C1)[C@H](c1ccc(-c3ccc(F)cc3)cc1)[C@@H]2CO | -32 | 0.2 | nt | -29 | 0.1 | nt | -0.8 | 14
COc1ccc(CCNC(=O)[C@H](C)N2C(=O)N3CCc4c([nH]c5ccccc45)[C@@]3(C)C2=O)cc1OC | -33 | nt | -4 | -16 | nt | 1 | 1.2 | -4
COC(=O)c1ccc(N2C(=O)CC(SCC(=O)Nc3ccc(OC)cc3)C2=O)cc1 (centres undefined) | -17 | 58* | 0 | -11 | nt | nt | -0.4 | 5
Cc1nc(SCC(=O)Nc2sccc2C(N)=O)c2c(C)c(C)sc2n1 | -3 | -1.1 | -2 | -118 | 0.0 | 3 | 1.0 | -6
CCOc1ccc(NC(=O)C2CCCN(S(C)(=O)=O)C2)cc1 (centres undefined) | 14 | nt | 5 | -7 | 0.2 | -4 | -3.0 | -2
CCn1nc(C)cc1C(=O)Sc1ccc(Cl)cc1Cl | -2 | 0.0 | 3 | 0 | 0.0 | -2 | -0.5 | 0
CCCOc1ccc(N2CC(C(=O)NC3=NCCS3)CC2=O)cc1 (centres undefined) | 6 | 0.2 | 1 | -18 | 0.0 | -7 | 0.3 | 1
O=C(NCc1cccnc1)c1cc(C2CCCN(C(=O)c3cccc(O)c3)C2)on1 (centres undefined) | 8 | -0.4 | -2 | -10 | 0.1 | -6 | -2.1 | -13
CN(C)CC(=O)N1CCCCN2[C@@H](CO)[C@@H](c3ccc(-c4cccnc4)cc3)[C@@H]2C1 | 3 | -0.2 | 2 | 23 | 0.3 | 7 | -0.7 | -9
COc1ccc(C(=O)Nc2ccccc2)cc1NC(=O)c1ccc([N+](=O)[O-])cc1 | 20 | 0.2 | -1 | -5 | 0.1 | 4 | -3.3 | -4
C/C(CC(=O)NC1CCCC1)=N\NC(=O)C1CCCCC1 | 3 | nt | 1 | -12 | 0.0 | nt | -0.1 | 5

More structures
SMILES | GSIS activator | E-selectin induc | Casp6 inh | RAD52 anneal inh | XiGFP reactiv | RAD54 inh | CFTR F508del cor | DENV2 CPE rescue
CCCCCCCn1c2c(c(=N)c3ccccc31)CCC2 | -27 | -6.2 | 8 | 20 | 2.2 | nt | -2.6 | 7
CC(C)NC(=O)N(C)C[C@@H]1Oc2ccc(NS(=O)(=O)c3cn(C)cn3)cc2CC(=O)N([C@H](C)CO)C[C@H]1C | 8 | 1.6 | 2 | -7 | -0.1 | 6 | -0.1 | -1
COc1cccc(CCOC(=O)c2c(-c3ccsc3)oc3c2C(OC(C)=O)CCC3)c1 (centres undefined) | 3 | 0.0 | 4 | -14 | -0.1 | nt | -0.4 | -14
CCn1c(=O)c([N+](=O)[O-])c(NCc2ccc3c(c2)OCO3)c2ccccc21 | 14 | nt | -4 | -12 | -0.1 | -1 | 2.5 | 1
Cc1cc(=O)n2[nH]c(C(F)(F)F)c(-c3ccccc3)c2n1 | -4 | nt | -1 | -4 | nt | 3 | nt | nt
O=C1N[C@H](Cc2ccccc2)CO1 | -3 | -0.1 | 3 | -11 | -0.7 | 6 | -0.3 | -5
CNC(=O)C(=O)NCCN1CCN(C(=O)c2ccc([N+](=O)[O-])cc2)CC1 | -1 | nt | -3 | -4 | 0.0 | 5 | -1.0 | -3

Source: PubChem BioAssay (Broad Institute)
